P. falciparum M17LAP: P. falciparum M17LAP inhibitors, primary screen, biochemical, fluorogenic H-Leu-NHMec substrate, 1536-well (AID 1619). Leucine aminopeptidase (Plasmodium falciparum (isolate 3D7)). recombinant M17LAP, H-Leu-NHMec fluorogenic kinetic assay; higher % means a stronger effect. inhibition, % at 30 µM, or IC50 in µM where a hit was titrated. actives 0.38% (n = 220,000);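 active = compound inhibiting the enzyme by more than half at any dose during confirmatory dose-response retesting; inconclusive = strong single-dose inhibitors picked by rank but not retested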;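 note: plate controls were full reaction with DMSO carrier for no effect and no enzyme background for full effect; strong numbers were not always called active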
NOD2 inhibition: NOD2 signaling inhibitors, cell-based, luminescence, uHTS, HEK293 (AID 1566); HEK293 NOD2/NF-kB luciferase reporter, luminescence; higher % means a stronger effect; inhibition, % at 4 µM; hits with a dose series show EC50 in µM; actives 0.63% (n = 290,000); in the data active = inhibition above about 50%; note: many of its hits are not listed in these tables
Dynein transport: inhibitors of GR-EGFP nuclear translocation, primary screen, dynein cargo transport inhibitor project, imaging, high-content, 3617.4 mouse cells. test concentration mostly 20 µM; stimulated with dexamethasone, 1 µM; hits give low values. z-score, hits read low. actives 0.47% (n = 220,000). AID 1381, 2008;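 active = plate z-score of nuclear minus cytoplasmic receptor signal below a set negative limit, without overly bright fluorescence or cell loss, cut at about -3.5 in these data, passing the limit was not always enough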;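 note: z-score of nuclear minus cytoplasmic ring GR-EGFP intensity difference per well; some compounds called inactive have numbers as strong as hits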
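Buffer or medium: tet-free medium with charcoal-stripped serum / Also added: dexamethasone agonist, 1.0 µM final, for 30 min / Timing: induction 48 h, compound 1 h, agonist 30 min / Measured by: high-content fluorescence imaging after fixation / Read-out: nuclear-to-cytoplasmic GR-EGFP distribution per well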
Insulin prom up: insulin promoter activators in MIN6 cells, imaging, high-content screening, mouse beta cells; MIN6 insulin promoter-GFP reporter; hits give high values; z-score at 5 µM; actives 0.3% (n = 190,000); AID 1625, 2009;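 active = z-score above 3 at 5 µM with at least 500 cells counted in the well; inconclusive = wells under 500 cells, flagged as cytotoxic or low count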
bCat nuc transl: modulators of beta-catenin nuclear translocation, primary screen, imaging, HeLa cells, immunofluorescence, high-content. nuclear translocation activity, % at 5 µM. actives 0.3% (n = 190,000);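 active = nuclear translocation activity above 50% at 5 µM, with a well cell count of 50 or more; inconclusive = wells under 50 cells across six images, flagged as toxic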;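 note: per-cell ratio of nuclear to cytoplasmic median beta-catenin stain intensity; plate controls were DMSO negative control for no effect and GSK-3 inhibitor IX positive control for full effect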
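test system = HeLa cells, endogenous beta-catenin | dosing = single 5 µM dose plus 0.02–20 µM confirmation series | times = compound treatment 24 h, 37°C, 5% CO2 | technique = beta-catenin immunofluorescence imaging with DAPI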
Autophagy mod: autophagy modulators in MEF cells, primary screen, imaging, high-content, MEF GFP-LC3; MEF GFP-LC3 puncta imaging; test concentration mostly 10 µM; calls only at 10 µM (by protocol); actives 0.98% (n = 190,000); AID 463193, 2010;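 active = percentage of spot-positive cells more than 3 SD above its plate mean, without a fluorescence outlier flag or 80% toxicity; inconclusive = no clear call, values can overlap the other calls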;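 note: spot-positive cell cutoff set from DMSO-treated cells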
MT stabilize HCS: microtubule stabilizers in HeLa cells, primary screen, imaging, high-content imaging | HeLa tubulin immunostaining HCS, 24 h; share of cells brighter than vehicle mean+2SD | actives 0.83% (n = 200,000) | % tubulin-high responders, % at 10 µM | AID 2205, 2009;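 active = plate Z-score above 3 for both tubulin-high and condensed-nucleus cell shares, with cell loss under 80%, at 10 µM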;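 note: anti alpha tubulin signal scored within the nucleus-defined area of each cell; some results filed as inactive read as strong as hits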
NOD1 inhibition: NOD1 signaling inhibitors, primary screen, cell-based, luminescence, uHTS (AID 1578); NOD1-driven NF-kB luciferase reporter cells, luminescence; higher % means a stronger effect; inhibition, % at 4 µM, or EC50 in µM where a hit was titrated; actives 1% (n = 290,000); in the data active = inhibition mostly above about 36%, no sharp cut-off; inactive = mostly below about 34%;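 note: HEK-293T reporter cells stimulated with the NOD1 agonist gamma-tri-DAP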
Yfh1-depleted yeast: enhancers of respiration in Yfh1-depleted yeast, dose response, Friedreich's ataxia, plus single-dose screen (AID 1465); S. cerevisiae Yfh1-off respiration, WST-1 reduction, 72 h; higher fold induction means a stronger effect; fold induction at 50 µM, or EC50 in µM where a hit was titrated; actives 0.074% (n = 220,000);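 active = fold induction of absorbance versus untreated yeast above a set limit, then at least 30% activation at any dose in follow-up; inconclusive = repeats straddling the limit, or above it without dose testing; inactive = fold induction below the set limit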;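 note: activators that raise dye reduction in frataxin-depleted yeast; strong numbers were not always called active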
Dynein transport cytoplasmic EGFP: also measured in Dynein transport; calls as there; z-score; measured here: cytoplasmic GR-EGFP intensity; hits give high values
Dynein transport nuclear GR-EGFP: recorded beside Dynein transport, whose call it bears; z-score; measured here: nuclear GR-EGFP intensity;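 lower value marks the stronger effect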
Dynein transport cell count: further read-out of Dynein transport, marked with its call; z-score; measured here: cell count per field
Insulin prom up cell count: second read-out of Insulin prom up, no call of its own (marks repeat the call); cell count; measured here: cytotoxicity, nuclei count;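 total cells summed across four imaged fields per well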
bCat nuc transl cell count 5 µM: recorded beside bCat nuc transl, whose call it bears; cell count; measured here: cell count, cytotoxicity flag
MT stabilize HCS Hoechst-high %: second read-out of MT stabilize HCS, no call of its own (marks repeat the call); % Hoechst-high responders; measured here: nuclear condensation Hoechst responders;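 share of cells brighter than vehicle mean plus two SD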
MT stabilize HCS cytotoxicity %: further read-out of MT stabilize HCS, marked with its call; toxicity, %; measured here: cytotoxicity by cell density;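 0% = mean cell density of plate MIN control wells and 100% = no cells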
Autophagy mod cell loss 18 h: further read-out of Autophagy mod, marked with its call; toxicity, %; measured here: cell loss, nuclei count;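 cell loss after 18 h compound exposure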
The depositor's hits bear a star; i = inactive; ? = inconclusive; . = no result given.

Molecule | Dynein transport | Dynein transport nuclear GR-EGFP | Dynein transport cytoplasmic EGFP | NOD2 inhibition | MT stabilize HCS | Yfh1-depleted yeast | P. falciparum M17LAP | Insulin prom up cell count | MT stabilize HCS cytotoxicity % | NOD1 inhibition | bCat nuc transl | Autophagy mod | Insulin prom up | bCat nuc transl cell count 5 µM | MT stabilize HCS Hoechst-high % | Dynein transport cell count | Autophagy mod cell loss 18 h
O=C(COC(=O)CNC(=O)c1ccco1)Nc1ccccc1OC(F)F | -0.59 | -0.25 | -0.17 | -4% | 2.6 | i | -8% | 1094 | 7.6 | -16% | 5.0 | i | 0.83 | 957 | 2.5 | -0.19 | -11
c1ccc(-c2noc(CN3CCc4sccc4C3)n2)cc1 | -0.22 | -0.37 | -0.33 | -35% | 11 | i | 2% | 1437 | 8.3 | -40% | -0.2 | i | 0.67 | 1539 | 0.7 | 0.6 | 10
COc1ccccc1CNC(=O)C(C)NS(=O)(=O)c1ccccc1 (stereo not given) | 0.64 | 0.56 | -0.28 | 8% | 2.4 | i | -3% | 1423 | 5.0 | -7% | 0.7 | i | 0.03 | 971 | 2.2 | 0.57 | -9
O=S(Cc1ccc(Cl)cc1)CC(O)COCc1ccc(Cl)cc1 (stereo not given) | 1.4 | 0.56 | -0.32 | -14% | 5.9 | i | 8% | 1243 | 11 | -4% | -1.9 | i | 0.07 | 1027 | 3.9 | -0.56 | -8
COc1cc(S(=O)(=O)n2ccc(C)n2)c(OC)cc1Cl | 0.76 | 0.54 | -0.047 | 18% | 1.9 | i | 2% | 972 | 10 | -2% | -1.1 | i | -0.03 | 1275 | 1.7 | -0.31 | -2
COc1ccc(NC(=O)c2oc3ccccc3c2NC(=O)C2CC2)cc1 | 0.2 | 0.14 | -0.29 | 5% | 5.4 | i | 0% | 1196 | 11 | . | -3.0 | i | 0.47 | 1440 | 6.7 | -0.69 | -18
O=C(NCc1ccco1)C1(c2ccc(Br)cc2)CCCC1 | 1.8 | 0.85 | -0.29 | 7% | 2.1 | i | 11% | 691 | 9.0 | 16% | . | i | 1.6 | . | 1.6 | -0.17 | -2
O=C(Cc1ccccc1)NCCSCc1ccco1 | -0.36 | 0.1 | -0.29 | -10% | 1.0 | i | 10% | 957 | 1.5 | -11% | -3.9 | i | 1.1 | 1186 | 0.9 | 0.39 | 1
O=C(O)CCCC(=O)N1N=C(c2ccccc2)CC1c1ccc2nccnc2c1 (stereo not given) | 0.55 | 0.65 | -0.25 | 9% | 3.9 | i | 33% | 1493 | 0.4 | 48% | -2.5 | i | 0.42 | 1081 | 2.2 | -0.26 | 6
NCCNc1ccc([N+](=O)[O-])c(NC2CC2)c1 | 1.2 | 0.26 | -0.25 | 8% | 4.2 | i | 13% | . | 3.9 | 2% | -0.6 | i | ? | 870 | 2.9 | -0.93 | -6
Cc1cc(C)c2nc(-c3ccccn3)cc(C(=O)NCc3ccc(S(N)(=O)=O)cc3)c2c1 | -0.48 | -0.075 | -0.28 | 11% | 3.0 | i | 4% | 1555 | 0.5 | -24% | 9.7 | i | -0.25 | 829 | 3.2 | 0.2 | 3
O=C(CNC(=O)c1ccccc1)NCC(=O)OCC(=O)c1ccc(F)cc1 | 0.28 | 0.2 | -0.36 | 18% | 3.9 | i | 1% | 1286 | 3.1 | -1% | . | i | 0.29 | . | 2.4 | 1.2 | 7
Cc1cc(Cl)ccc1OCCCC(=O)NCCN1C(=O)S/C(=C\c2cccnc2)C1=O | -0.12 | 0.13 | -0.11 | -42% | 1.9 | i | -8% | 1139 | 4.6 | -13% | 1.1 | i | -0.12 | 1142 | 3.0 | -0.35 | 18
CC1(C)CC(=O)C(N=Nc2cccc([N+](=O)[O-])c2)=C(O)C1 | -0.63 | 0.32 | -0.23 | -22% | . | i | -5% | 1045 | . | -14% | 0.6 | . | 0.27 | 1288 | . | -0.53 | .
Cc1ccc(S(=O)(=O)Oc2ccc(C3C4=C(CCCC4=O)OC4=C3C(=O)CCC4)cc2)cc1 | 0.75 | 0.71 | -0.14 | 5% | 4.1 | i | -15% | 1496 | 0.6 | 6% | -1.3 | i | -0.01 | 1352 | 2.2 | -0.56 | -33
c1ccc(-c2nc3c4ccccc4ccn3c2CN2CCCCC2)cc1 | -0.28 | 0.43 | -0.045 | -15% | . | . | . | 936 | . | -10% | 0.0 | . | -0.21 | 1318 | . | 0.27 | .
O=[N+]([O-])c1ccc(N2CCN(c3ccccc3F)CC2)c(S(=O)(=O)N2CCOCC2)c1 | 0.31 | 0.085 | 0.0027 | -4% | 5.3 | i | -10% | 1562 | 5.0 | -16% | -1.5 | i | 0.45 | 1115 | 1.4 | 0.65 | 10
COC(=O)C1=C(C)C(c2ccc(OC)cc2OC)NC(=O)N1 (stereo not given) | 2.8 | 1.6 | -0.084 | -1% | 2.7 | i | -1% | 1151 | 5.5 | 5% | -0.2 | i | 0.14 | 1199 | 1.5 | -2.2 | 1
CCOc1ccccc1CN1CCN(CC2=Cc3cc(OC)ccc3OC2)CC1CCO (stereo not given) | -0.83 | -0.38 | -0.26 | -19% | . | i | 12% | 1131 | . | -6% | -0.8 | . | -0.15 | 1325 | . | 1.2 | .
CC1=NN(c2nc(-c3ccccc3)cs2)C(=O)C1 | 0.67 | 0.38 | -0.09 | 5% | 1.4 | ? | 2% | 1615 | 4.5 | 4% | 0.2 | i | -0.03 | 1297 | 1.9 | -0.28 | 1
O=C(NNc1c(Cl)cc(Cl)cc1Cl)c1n[nH]c(=O)c2ccccc12 | 0.033 | -0.041 | -0.25 | 14% | . | i | -1% | 1013 | . | 11% | 0.6 | . | 0.33 | 1415 | . | 0.75 | .
CC(=O)c1cccc(NC(=O)C2CC(=O)N(c3cccc(C)c3C)C2)c1 (stereo not given) | 0.26 | 0.54 | -0.21 | 7% | 5.1 | i | -1% | 1583 | 6.7 | -21% | -2.1 | i | -0.81 | 976 | 1.9 | -0.98 | 10
CN(C)c1nc2c(c(=O)n(C)c(=O)n2C)n1Cc1ccccc1 | -0.18 | 0.35 | -0.29 | 11% | 2.6 | i | -9% | 1262 | 10 | -4% | -5.5 | i | -0.69 | 1038 | 1.6 | 0.5 | 7
COc1ccc(N2CCN(CCNC(=O)CCCn3c(=O)[nH]c4cc(Cl)ccc4c3=O)CC2)cc1 | 0.049 | 0.51 | -0.24 | 3% | 2.4 | i | 3% | 1735 | 6.7 | -15% | -2.9 | i | 0.22 | 1119 | 1.3 | 1.7 | 17
Cc1ccc(Nc2c([N+](=O)[O-])c(=O)oc3ccccc23)cc1 | 0.94 | 0.92 | -0.12 | 3% | 6.2 | i | -25% | 1590 | 5.3 | 30% | 0.3 | i | -0.18 | 964 | 6.0 | -1.4 | -1
CC1C/C(=N\NC(=S)NCc2ccccc2)CC(C)(C)C1 (stereo not given) | -0.63 | -0.2 | -0.12 | 12% | 2.2 | i | 16% | 824 | 6.9 | 14% | 2.6 | i | -0.39 | 992 | 1.4 | 0.59 | -28
O=c1c2cc(Cl)ccc2nc(-c2ccccc2)n1O | 0.7 | 0.74 | -0.1 | 18% | 1.8 | i | 15% | 1162 | 0.0 | -7% | -0.3 | i | 0.14 | 1077 | 2.0 | -1.8 | -1
Cc1cc(C)cc(Nc2ncc3c(n2)CC(c2ccco2)CC3=O)c1 (stereo not given) | -1 | -0.51 | -0.21 | -1% | 3.1 | i | 8% | 1270 | 2.3 | -20% | . | i | 0.21 | . | 1.6 | 0.49 | -5
CN=C(Nc1ccccc1OC)SC1CC(=O)N(c2ccc(C(=O)OC)cc2)C1=O (stereo not given) | 0.35 | 0.031 | -0.22 | 1% | 4.0 | i | 3% | 1540 | 1.3 | -1% | -0.3 | i | 0.25 | 1060 | 1.1 | 0.51 | -36
Cc1nn(-c2ccccc2)c(N)c1C(O)(CSc1nccn1C)C(F)(F)F (stereo not given) | -0.28 | 0.51 | -0.28 | 6% | 1.9 | i | -3% | 901 | 5.0 | 0% | -3.7 | i | 0.35 | 1185 | 1.2 | 0.44 | 29
O=C(CCC(=O)Nc1ccccc1)N/N=C/C=C/c1ccccc1 | -0.95 | -0.65 | -0.25 | -5% | 3.8 | i | 7% | 1230 | 4.0 | -28% | -0.9 | i | -0.28 | 960 | 1.6 | 0.61 | 16
Cc1ccc(-c2nnc3ccc(SCC(=O)N4CCc5ccccc54)nn23)cc1 | -0.012 | 0.22 | -0.14 | -1% | 6.0 | i | 2% | 1992 | 9.0 | 1% | 0.7 | i | 1.4 | 1086 | 2.8 | 0.027 | 1

Screening data deposited in PubChem by several laboratories.

Some of the compounds tested; the hit share may differ from the screen's.
